High-throughput results from PubChem.
Efflux pump mplx = antifungal efflux pump inhibition, Nile Red retention; S. cerevisiae Candida pump triplex; inhibition, % at 10 µM; 0.44% of 330,000 active;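 active means plate passing quality check with inhibition over a set limit, or well fluorescence over plate mean plus 4 SD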;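 further: Nile Red retained in pooled yeast measured as flow cytometry median fluorescence; 0% = buffer negative control and 100% = Enniatin B positive control; higher means more Nile Red kept so more efflux inhibition; some compounds called inactive have numbers as strong as hits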
procasp7 counter = counter-screen: procaspase-7 (human) activation; recombinant procaspase-7, Ac-DEVD-pNA absorbance 405 nm; D23A/D198A/D206A triple mutant, cannot self-cleave; scale: DMSO 0, 5 µM enzyme 100; AID 463210; P55210; 0.093% of 330,000 active; activation, % at 8.5 µM;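 active means percent activation above the screen-wide mean plus 3 SD, cut at about 25% in these data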
Target sequence (P55210 whole entry D23A/D198A/D206A): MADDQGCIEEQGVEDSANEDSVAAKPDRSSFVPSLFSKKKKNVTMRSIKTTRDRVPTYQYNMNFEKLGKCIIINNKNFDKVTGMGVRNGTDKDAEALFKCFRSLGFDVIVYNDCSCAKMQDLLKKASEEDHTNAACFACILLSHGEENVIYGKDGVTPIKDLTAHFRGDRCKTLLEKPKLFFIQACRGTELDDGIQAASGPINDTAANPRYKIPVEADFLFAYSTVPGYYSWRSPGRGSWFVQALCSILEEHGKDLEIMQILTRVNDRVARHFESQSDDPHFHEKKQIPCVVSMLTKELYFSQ
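Test system: Procaspase-7 triple mutant (PC-7 D3A). Also added: Ac-DEVD-pNA substrate, 400 µM as added. Schedule: 1 h enzyme–compound preincubation and 2 h substrate reaction, both 25 °C. Signal: p-Nitroaniline absorbance at 405 nm, read at 0 and 120 min. Control set: low DMSO alone, high DMSO plus 5 µM PC-7.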
HCV core dimer = HCV core protein dimerization inhibition; TR-FRET GST/Flag-core106 dimerization, 1536-well; AID 1899; inhibition, % at 5 µM; 0.33% of 300,000 active;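 active means inhibition above the mean of all tested compounds plus 3 SD, set per screening campaign, cut at about 45% in these data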
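Assay system: tagged HCV core106 pair (GST and Flag); medium: KF-containing HEPES buffer, pH 7.45, DTT, CHAPS, BSA; also added: Eu donor and XL665 acceptor anti-tag antibodies; dosing: 5 µM single dose; timing: compound-protein-antibody incubation 4 h at 22.5 °C; signal: TR-FRET 671 and 617 nm emission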
GASC-1 inh = human JMJD2C demethylase inhibition; Q9H3R0; inhibition, % at 2.35 µM; GST-JMJD2C(1-420) H3K9me3 demethylation, DELFIA europium; 0.069% of 330,000 active;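 active means more than half of a compound's replicate wells show inhibition beyond 50%, single wells judged on their own value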;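 further: signal counts dimethyl H3K9 product captured on neutravidin plate; 0% = median of DMSO wells and 100% = 0.3 times that DMSO median; strong numbers were not always called active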
PP1 inh = blocks human PP1-alpha phosphatase, a PP5 counter-screen | P62136 | purified PP1alpha, OMFP fluorescence | inhibition, % at 6.7 µM | 0.9% of 320,000 active;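 active means inhibition above the mean inhibition of all tested compounds plus 3 SD, computed separately for each screening campaign, cut at about 15% in these data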
Target sequence (P62136 whole entry, looked up): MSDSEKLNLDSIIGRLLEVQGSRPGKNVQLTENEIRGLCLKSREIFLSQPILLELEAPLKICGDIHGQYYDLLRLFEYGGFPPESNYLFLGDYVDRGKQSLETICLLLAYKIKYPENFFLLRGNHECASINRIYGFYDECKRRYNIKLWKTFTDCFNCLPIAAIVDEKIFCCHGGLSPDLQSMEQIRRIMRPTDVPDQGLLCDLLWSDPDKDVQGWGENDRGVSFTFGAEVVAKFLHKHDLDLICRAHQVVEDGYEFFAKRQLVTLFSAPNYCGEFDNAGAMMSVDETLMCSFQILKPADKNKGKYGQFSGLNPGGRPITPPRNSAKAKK
TPT1 inhibitor = blocks Candida albicans tRNA 2'-phosphotransferase; recombinant caTPT1, FP RNA substrate dephosphorylation; inhibition, % at 5 µM; 0.81% of 300,000 active; AID 1962;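 active means inhibition above the mean of all tested compounds plus 3 SD, set per screening campaign, cut at about 24% in these data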;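 further: plate controls were DMSO alone for no effect and ferristatin control at 100 nM for full effect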
proCasp3 act = activates human procaspase-3 | 0.11% of 330,000 active | activation, % at 8.5 µM | recombinant procaspase-3 D3A, Ac-DEVD-pNA absorbance 405 nm;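 active means activation above the mean of all tested compounds plus 3 SD, cut at about 21% in these data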;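 further: 0% = DMSO alone and 100% = DMSO wells spiked with extra 5 µM PC-3 D3A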
Target sequence (P42574 whole entry D9A/D28A/D175A): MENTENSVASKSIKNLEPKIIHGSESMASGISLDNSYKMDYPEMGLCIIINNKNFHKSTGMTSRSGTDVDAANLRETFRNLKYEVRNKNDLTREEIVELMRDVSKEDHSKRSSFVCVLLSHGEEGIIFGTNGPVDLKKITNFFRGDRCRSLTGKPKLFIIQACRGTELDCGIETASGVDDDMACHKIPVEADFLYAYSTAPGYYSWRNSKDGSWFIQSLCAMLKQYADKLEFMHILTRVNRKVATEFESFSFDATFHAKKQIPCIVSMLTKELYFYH
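Test system: Procaspase-3 D3A mutant, all three cleavage aspartates alanine | Dosing: Single dose, 8.5 µM nominal compound, 0.8% DMSO | Schedule: 1 h preincubation, 2 h reaction | Technique: 405 nm absorbance of p-nitroaniline, reads at 0 and 120 min | Repeats: One well per compound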
PP5 primary = inhibitors of human protein phosphatase 5 (PP5) | AID 1987 | inhibition, % at 6.7 µM | 0.18% of 320,000 active | purified PP5c, OMFP substrate fluorescence;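 active means inhibition above the campaign's mean inhibition across all tested compounds plus 3 SD, cut at about 9.5% in these data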;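 further: 0% = DMSO only and 100% = 100 µM cantharidin control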
CTSL1 counter = blocks F. hepatica cathepsin L1 in PFM18AAP counter-screen; recombinant F. hepatica cathepsin L1, Z-Leu-Arg-MCA fluorescence; inhibition, % at 5.96 µM; 0.49% of 300,000 active;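 active means inhibition above the mean of all tested compounds plus 3 SD, set per screening campaign, cut at about 17% in these data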;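 further: 0% = plate median of test compound wells and 100% = 1 µM Z-Phe-Ala-diazomethylketone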
The depositor's hits bear a star; nt = not tested or not shown; & = joins results of further samples.

SMILES | Efflux pump mplx | procasp7 counter | HCV core dimer | GASC-1 inh | PP1 inh | TPT1 inhibitor | proCasp3 act | PP5 primary | CTSL1 counter
O=C(NCC(c1ccco1)N1CCCCC1)c1ccc(NS(=O)(=O)c2ccc(F)cc2)cc1 (stereo not given) | -0.2 | -8 | 6 | 33 | -3 | 2 | -3 | 0.5 | 3
CCCn1nnnc1SCC(=O)Nc1cccc(NC(=O)c2ccco2)c1 | 0.4 | 4 | -3 | 1 | -6 | 1 | -1 | 1.4 | 2
NC(=O)c1nsc(C(=O)N(c2ccccc2)C(C(=O)NCC2CCCO2)c2cccs2)c1N (stereo not given) | -0.1 | -1 | 2 | 5 | 0 | 1 | 2 | -1.5 | -2
Cc1cc(Cl)ccc1NC(=O)CN(C)C1=NS(=O)(=O)c2ccccc21 | -0.3 | -6 | nt | 6 | -5 | nt | 6 | 0.2 | nt
O=C(CSc1nnc(Nc2ccccc2F)s1)NCC1CCCO1 (stereo not given) | 0.2 | 11 | nt | 2 | nt | nt | 7 | nt | nt
CC(=O)N(CCCN(C)C)c1nc2ccc(C)cc2s1 | -0.1 | 0 | -5 | 4 | -1 | -4 | 6 | -1.8 | 3
CSc1nc(/C=C2\C=Nc3ccccc32)c(O)n1C | 0.1 | -15 | -44 | -6 | 0 | 4 | -3 | 3.7 | 3
Cc1cc(-c2onc(C)c2C(=O)Oc2ccc(Cl)cc2)no1 | 0.1 | 2 | 0 | -3 | -1 | -3 | 5 | 2.8 | 0
O=C(COC(=O)/C=C/c1ccc([N+](=O)[O-])cc1)NCc1ccccc1 | -0.3 | 11 | 0 | -12 | 1 | -3 | 0 | 0.0 | -3
Cc1ccc(S(=O)(=O)N2[C@@H](c3ccc(Cl)cc3)C(C(=O)O)=CC[C@H]2c2ccc(Cl)cc2)cc1 | -0.2 | 3 | 11 | 1 | 21* | -5 | 1 | 5.2 | 2
O=C(CCn1c(=O)sc2ccccc21)NCc1ccc2c(c1)OCO2 | 0.0 | 5 | -3 | -4&-15 | 0 | -5 | 5 | 0.3 | -1
O=C1C[C@@H](c2ccc(O)cc2)Oc2cc(O)cc(O)c21 | -0.1 | 9 | -20 | 6 | -1 | -1 | -4 | -9.2 | 16
COCCCN1Cc2cccc(C(=O)O)c2C1=O | 0.0 | 7 | -7 | 8 | -1 | -2 | 3 | 0.5 | -1
CC(C)C(=O)Nc1cc(S(=O)(=O)Nc2cccc(Cl)c2)ccc1Cl | 0.0 | 8 | 12 | -5 | -2 | 3 | -3 | 1.9 | 2
O=C(Nc1cc(=O)c2ccccc2o1)N1CCCCC1 | 0.1 | -4 | 1 | 8 | 7 | 0 | 11 | 2.0 | 1
O=C(NC(Cc1ccc(O)cc1)C(=O)O)/C(=C/c1ccccc1)NC(=O)c1ccccc1 (stereo not given) | -0.1 | 7 | -3 | 3 | 2 | -3 | -2 | 4.4 | 1
COc1ccc(NC2=C(C(C)=O)C(c3ccc(N(C)C)cc3)C(C(C)=O)C(C)(O)C2)cc1 (stereo not given) | 0.8 | 3 | 12 | -11 | -2 | -4 | 1 | -1.2 | 7
O=C(NNC(=O)c1cc(-c2ccccc2)nc2ccccc12)c1csc(N2CCOCC2)n1 | 0.2 | 7 | 4 | 0 | -7 | 4 | 1 | 0.8 | -2
Cc1cc(/C=C2/NC(=S)NC2=O)c(C)n1-c1cccnc1 | 0.0 | -5 | 24 | -1 | 4 | 22 | 5 | -0.1 | 8
Cc1ccc(C(=O)NC(C)c2ccc(S(N)(=O)=O)cc2)s1 (stereo not given) | 0.1 | 5 | -6 | -6 | 0 | 2 | 0 | 1.8 | 4
Cc1ccc(NC(=O)COC(=O)c2cccc3c2C(=O)c2ccccc2C3=O)c(C)c1 | -0.1 | 3 | 9 | -4 | -1 | -4 | 6 | 2.6 | 8
COc1ccc(Cl)cc1NC(=O)COC(=O)c1cc(NS(=O)(=O)c2cccs2)ccc1O | -0.3 | -2 | 13 | -1 | 3 | -3 | -3 | 3.1 | -1
O=C(COc1ccc(Cl)cc1)NCCNc1ccc([N+](=O)[O-])cc1 | 0.1 | -9 | 0 | -19 | 0 | 3 | 3 | -0.2 | 3
CC(NC(=O)Nc1cccc([N+](=O)[O-])c1)(C(F)(F)F)C(F)(F)F | -0.1 | 3 | -6 | 10 | 2 | -5 | -7 | 2.4 | 2
CC(=O)c1ccc(S(=O)(=O)NC2CC(=O)N(c3ccc(C)c(C)c3)C2)cc1 (stereo not given) | 0.0 | 2 | -10 | 79 | -1 | 1 | -13 | 2.6 | -4
CCCNC(=O)c1ccccc1NC(=O)Nc1ccccc1C | 0.0 | -6 | -4 | 0 | 4 | -3 | -7 | 3.3 | 1
Cc1cc([N+](=O)[O-])cc2c1NCC1CC=CC21 (stereo not given) | 0.0 | 4 | -2 | -1 | 1 | 0 | 4 | 4.1 | -1
COc1ccccc1CNC(=O)C1(C)Oc2cccnc2NC1=O (stereo not given) | -0.2 | 10 | -1 | -10 | 0 | 2 | -1 | -3.2 | 9
CCCn1ncc(CN2CCC(Cc3cccc(F)c3)(C(=O)OCC)CC2)c1C | 0.2 | 1 | -6 | -19 | -7 | -6 | 5 | 1.8 | -1
CC[C@H](C)C(=O)O[C@H]1C[C@@H](C)C=C2C=C[C@H](C)[C@H](CC[C@@H]3C[C@@H](O)CC(=O)O3)[C@H]21 | 0.0&0.0 | 0&5 | 0 | -9&11 | -2&4 | 3 | -8&6 | 1.9&4.2 | -5

3 entries from above, ordered by molar mass, ascending.
SMILES | Efflux pump mplx | procasp7 counter | HCV core dimer | GASC-1 inh | PP1 inh | TPT1 inhibitor | proCasp3 act | PP5 primary | CTSL1 counter
CCCNC(=O)c1ccccc1NC(=O)Nc1ccccc1C | 0.0 | -6 | -4 | 0 | 4 | -3 | -7 | 3.3 | 1
CC(NC(=O)Nc1cccc([N+](=O)[O-])c1)(C(F)(F)F)C(F)(F)F | -0.1 | 3 | -6 | 10 | 2 | -5 | -7 | 2.4 | 2
Cc1ccc(NC(=O)COC(=O)c2cccc3c2C(=O)c2ccccc2C3=O)c(C)c1 | -0.1 | 3 | 9 | -4 | -1 | -4 | 6 | 2.6 | 8

(list continues)
SMILES | Efflux pump mplx | procasp7 counter | HCV core dimer | GASC-1 inh | PP1 inh | TPT1 inhibitor | proCasp3 act | PP5 primary | CTSL1 counter
O=C(c1cc(-c2ccc(Cl)cc2)on1)N1CCCCCC1 | -0.2 | 10 | 12 | -13 | -2 | 0 | 1 | -1.7 | 2
COc1cccc(NS(=O)(=O)c2ccc(Br)s2)c1 | 0.0 | 3 | 3 | -4 | -2 | 7 | -1 | -0.8 | -1
CCOC(=O)CSc1nc2ccc(N)cc2s1 | 0.0 | 5 | 7 | 9 | 4 | 1 | -1 | 1.3 | -3
CCN(C(=O)COc1cccc2cccnc12)C1CCS(=O)(=O)C1 (stereo not given) | 0.1 | -29 | -4 | 20 | 1 | -3 | -19 | 2.0 | -2
Cc1ccc(C(=O)Nc2ccc(S(=O)(=O)N3CCc4ccccc43)cc2)o1 | 0.1 | 0 | 3 | 5 | -4 | -1 | 4 | 1.2 | 6
Cn1cc(CNC(=O)C2CCC(=O)N(Cc3ccc(Cl)cc3)C2)cn1 (stereo not given) | 0.3 | 11 | -12 | 3 | -7 | 3 | 6 | 2.1 | 3
O=C(NCc1cccnc1)Nc1ccc(Br)cc1 | -0.1 | -2 | -12 | -11 | 7 | -1 | -1 | 3.3 | -1
COc1ccc(OCc2cc(C(=O)N(C)Cc3cnccn3)no2)c(Cl)c1 | 0.0 | 5 | -3 | 3 | 0 | -1 | 0 | 0.2 | -1
COC(=O)c1cc(S(=O)(=O)N2CCCCCC2)cn1C | 0.1 | 9 | -3 | -10 | -1 | -1 | 2 | 0.4 | -1
O=C(Nn1cnnc1)c1ccc(Br)s1 | 0.0 | -2 | -11 | 2 | 4 | -2 | 0 | 3.4 | -3
Cn1c(N2CCOCC2)c(/C=N/O)c2ccccc21 | 0.0 | -8 | -15 | 30 | -1 | -4 | -6 | 2.4 | 5
COc1cc(NC(=O)c2ccc(OC)c([N+](=O)[O-])c2)ccc1NC(=O)c1ccco1 | -0.2 | 1 | 2 | 15 | 1 | 0 | 3 | 3.0 | 1
CCOC(=O)COn1c(=O)c(=O)n(OC)c2ccccc21 | 0.0 | -3 | 0 | 23 | -1 | 1 | 1 | -0.7 | 0
Cc1cccc(NC(=O)N2CCCC(CNC(=O)c3ccccc3Cl)C2)c1C (stereo not given) | 0.1 | 3 | 9 | 2 | -6 | -4 | 5 | 2.3 | 1
Cc1cccc(C(C)C)c1NC(=O)CN1C(=O)NC(Cc2ccccc2)C1=O (stereo not given) | -0.2 | -1 | -10 | -5 | 12 | -3 | -8 | 0.8 | 3
O=C(O)C1C2C=CC3(CN(C/C=C/c4ccccc4)C(=O)C13)O2 (stereo not given) | -0.1 | 6 | 3 | -2 | -3 | 1 | -1 | -0.2 | 0
CSc1ccc(-c2cccc([N+](=O)[O-])c2)nn1 | 0.0 | 7 | 0 | -3 | -2 | -2 | -2 | -0.6 | -1
O=C1CC(c2ccco2)CC(O)=C1C=NCCO (stereo not given) | -0.2 | -1 | 2 | -2 | 1 | -5 | -7 | 0.7 | 2
CCOC(=O)C1CCN(CCC(=O)Nc2ccc(Br)cc2)CC1 | 0.1 | -5 | -4 | 8 | -3 | 2 | 4 | 0.5 | 0
COc1cccc(C(=O)NCC2(c3ccccc3)CCCC2)c1OC | 0.0 | 1 | 12 | -3 | 1 | -1 | 4 | 0.1 | -2
COc1ccc(S(=O)(=O)N(C)C)cc1NC(=O)CCNC(=O)c1ccccc1OC | 0.1 | -16 | -11 | -9 | 1 | -3 | 1 | 2.4 | -5
O=C(OCC(=O)N1CCCC1=O)c1ccc(F)c(S(=O)(=O)N2CCOCC2)c1 | 0.0 | -9 | -7 | -33 | 1 | 3 | -2 | 2.6 | -2
CC(C)(CNC(=O)CO/N=C1/C=C2CCC3C(C(O)C[C@@]4(C)C3CC[C@]4(O)C(=O)CO)[C@@]2(C)CC1)C(O)C(=O)O (stereo not given in full) | 0.7 | 14 | 1 | -15 | -1 | 0 | -8 | 0.4 | 6
CCN1CCN(c2c(Cl)cccc2NC(=O)c2ccc([N+](=O)[O-])o2)CC1 | 2.6 | 2 | -3 | 6 | -1 | 0 | 3 | -0.2 | 7
CCOC(=O)c1cccc(S(=O)(=O)N(CCO)Cc2cc3cc(OC)ccc3[nH]c2=O)c1 | 0.0 | 6 | -3 | -1 | -5 | -4 | 4 | 2.4 | 0
O=C(O)c1ccc(/C=N/N2CCN(C3c4ccccc4-c4ccccc43)CC2)cc1 | 0.2 | 3 | 16 | 8 | -5 | 1 | 1 | 1.8 | 0
O=C(Nc1ccccc1N1CCCCC1)c1ccc(N2C(=O)c3ccccc3C2=O)cc1 | 0.0 | 0 | 11 | 4 | 0 | 0 | 5 | 1.6 | -2
CCN(CC)C(=O)CSc1nc2sc3c(c2c(=O)n1CCOC)CCC3 | 0.2 | 2 | 4 | 6 | 0 | 1 | -1 | 2.0 | -2
